aSyn yeast rescue – qHTS of alpha-syn Inhibitors: NCGC Sytravon Library Screen. S. cerevisiae alpha-synuclein toxicity rescue, BacTiter-Glo growth, 24 h. Potency, µM (doses to about 46.1 µM), for inactives: top-dose growth rescue (activation), actives largely listed as activators. 0.02% of 94,000 active. AID 1347070, 2019; active means well fitted activation curve with a large enough effect; inconclusive means small, poorly fitted or top-dose-only effect; further: 0% is about no effect
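Growth restoration measured by BacTiter-Glo luminescence after 24 hr at 30 deg C; alpha-synuclein yeast, raffinose-pregrown to mid-log, were added at OD600=0.02 in galactose medium onto pinned compounds.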
Active calls of the source: *; ? = inconclusive; & = joins results of further samples; [ ] = dose if it differs, or a comment. Potency means the concentration at half of the fitted maximal effect. Not all compounds are listed (hit frequency here may not be typical).

SMILES	aSyn yeast rescue
CN(C)CCN(Cc1cc2cc3c(cc2[nH]c1=O)OCO3)C(=S)NCC1CCCO1 (configuration not stated)	-5%
Cc1ccc(Cl)cc1NC(=O)Cn1c(=O)c(CNc2ccccc2)cc2cc3c(cc21)OCCO3	-2%
Cc1csc(=O)n1CC(=O)OC(C)C(=O)Nc1cccc(Cl)c1 (configuration not stated)	6%
Brc1cccc(OCCN2CCCCC2)c1	0%
CCC(=O)NNC(=O)CCC(=O)Nc1cccc(Cl)c1C	0%
COc1ccc(NC(=O)CN(C)C(=O)c2sc3cc(Cl)ccc3c2Cl)cc1	11%
COc1cc(NC(=O)N2CCC3(CC2)Nc2cc(F)ccc2-n2cccc23)cc(OC)c1OC	4%
CSc1ncc(C(=O)Nc2ccc(C)c(Cl)c2)c(-c2ccccc2)n1	-35%[inhibitor]
CCOc1ccc(C(=O)NCC(c2cccs2)S(=O)(=O)c2ccccc2)cc1 (configuration not stated)	-5%
CCOc1ccc(/C=C2\CCC(C3CCCC3)C2=O)cc1 (configuration not stated)	2%
Cc1cccc(N2CCN(C(=O)CCCCn3c(=O)[nH]c4ccsc4c3=O)CC2)c1C	9%
CCc1ccc(OCC(=O)OCC(=O)c2c(N)n(C)c(=O)n(C)c2=O)cc1	1%
Cc1nnc(SCc2ccc(CSc3nnc(C)c(=O)[nH]3)cc2)[nH]c1=O	4%
CC1CCC(NC(=O)C2(C)Cc3ccccc3C(=O)N2Cc2ccc(Cl)cc2)CC1 (configuration not stated)	11%
Cc1ccc(C)c(NC(c2ccccc2)c2nnc(-c3ccccc3F)o2)c1 (configuration not stated)	4%
CCOC(=O)c1ccccc1NC(=O)c1cc2c(s1)-c1c(C)cccc1OC2	-1%
O=C(NCCc1ccccc1)C(=O)NCC(c1ccco1)S(=O)(=O)c1cccs1 (configuration not stated)	5%
O=[N+]([O-])c1[nH]cnc1/C=C/c1ccccc1	-13%
CCc1cccc(C)c1NC(=O)c1ccc2c(c1)CCN2S(=O)(=O)c1ccc(Cl)cc1	8%
CCOc1ccc(S(=O)(=O)Nc2ccc(OC)c(Cl)c2)c2cccnc12	7%
O/N=C/c1cn(-c2ccccc2)nc1-c1ccccc1	7%
COc1cccc(-c2noc(C3CC(=O)N(c4ccc(F)cc4)C3)n2)c1OC (configuration not stated)	6%
CCc1nnc(SC(CC)C(=O)Nc2cccc(OC)c2)c2cc3oc(C)cc3n12 (configuration not stated)	?
COc1cc(-c2nc(-c3ccc4c(c3)[nH]c(=O)n4C)no2)cc(OC)c1OC	1%

A second format for part of the listing above:
O/N=C/c1cn(-c2ccccc2)nc1-c1ccccc1
  aSyn yeast rescue: 7%

COc1cccc(-c2noc(C3CC(=O)N(c4ccc(F)cc4)C3)n2)c1OC (configuration not stated)
  aSyn yeast rescue: 6%

CCc1nnc(SC(CC)C(=O)Nc2cccc(OC)c2)c2cc3oc(C)cc3n12 (configuration not stated)
  aSyn yeast rescue: ?

COc1cc(-c2nc(-c3ccc4c(c3)[nH]c(=O)n4C)no2)cc(OC)c1OC
  aSyn yeast rescue: 1%

Going on with the list.
SMILES	aSyn yeast rescue
CC(Oc1ccc(F)cc1)C(=O)Nc1nc(-c2ccc(F)cc2)ns1 (configuration not stated)	-20%
Cc1ccc(CNC(=O)c2cc(S(=O)(=O)N3CCCC3)cn2C)cc1	3%
COc1cc(NC(=O)c2cc(Cl)ccc2Cl)ccc1NC(=O)c1cc2ccccc2o1	-11%
CCCCN1C(=O)C(=O)N(CC(=O)Nc2cc(S(=O)(=O)N(C)C)ccc2C)C1=O	6%
Cc1ccccc1-c1cnc2c(c1)C(=O)N([C@H](C)CO)C[C@@H](C)[C@H](CN(C)C(=O)c1ccncc1)O2	8%
O=C(CC1SC(N2CCCC2)=NC1=O)Nc1ccc(C(=O)NCc2ccccc2F)cc1 (configuration not stated)	4%
O=C(CSc1ccccc1)Nc1nnc(COc2ccc(Cl)cc2)s1	-10%
CCOc1ccc(S(=O)(=O)c2cn(Cc3ccc(C)cc3)c3ccc(OC)cc3c2=O)cc1	1%
CCOC(=O)c1[nH]c(C=O)c(C(=O)OCC)c1C	1%
Cc1ccc(O)c(NC(=O)c2cc(C)no2)c1	-2%
CCCn1c(C)cc(C(=O)COc2ccc(S(=O)(=O)N(CC)CC)cc2[N+](=O)[O-])c1C	14%
Cc1ccc(CNC(=O)CCc2c(C)c3cc4c(C)coc4cc3oc2=O)cc1	-14%

Some of the entries so far, with each value named.
SMILES: Cc1ccccc1-c1cnc2c(c1)C(=O)N([C@H](C)CO)C[C@@H](C)[C@H](CN(C)C(=O)c1ccncc1)O2
  aSyn yeast rescue: 8%

SMILES: CCCn1c(C)cc(C(=O)COc2ccc(S(=O)(=O)N(CC)CC)cc2[N+](=O)[O-])c1C
  aSyn yeast rescue: 14%

SMILES: CC(Oc1ccc(F)cc1)C(=O)Nc1nc(-c2ccc(F)cc2)ns1 (configuration not stated)
  aSyn yeast rescue: -20%

SMILES: Cc1ccc(CNC(=O)c2cc(S(=O)(=O)N3CCCC3)cn2C)cc1
  aSyn yeast rescue: 3%

(continued)
SMILES	aSyn yeast rescue
COc1ccc(CNC(=O)Cc2c(C)c3c(cc(C)c4c(C)coc43)oc2=O)cc1	6%
Cc1ccccc1NC(=O)CSc1nc2c(c(=O)n(C)c(=O)n2C)n1Cc1ccccc1F	3%
COCCn1c(=O)[nH]c2cc(C(=O)N3CCN(c4ccc(F)cc4)CC3)ccc2c1=O	-1%
Cc1ccc(CNS(=O)(=O)c2cc(C(=O)Nc3cccc(C(F)(F)F)c3)ccc2F)cc1	-9%
CCOc1ccc(-c2cc3nc(C4CCN(C(=O)OC(C)(C)C)CC4)c(C(=O)Nc4cccc(Cl)c4C)cn3n2)cc1	5%
CCCn1c2ccccc2c2cnn(CC(=O)NCc3ccc(OC)cc3)c(=O)c21	4%
COc1ccc(-c2cc(C(F)(F)F)nc(-n3nc(C(F)(F)F)cc3C)n2)cc1	-10%
O=C(COc1ccc(Cl)cc1)Nc1cccc(-c2ccc3nncn3n2)c1	-14%
COc1ccc(N2CCN(c3nc(-c4cccs4)nc4ccccc34)CC2)cc1	-11%
C/C(=N\Nc1nc(C(=O)O)cs1)c1ccccc1	1%
CCOC(=O)Cc1nnc(NC(=O)C23CC4CC(CC(C4)C2)C3)s1	7%
O=C(COc1ccccc1[N+](=O)[O-])N(C1CCCCC1)C1CCS(=O)(=O)C1 (configuration not stated)	9%
O=C(Nc1nccs1)c1ccc([N+](=O)[O-])cc1	-3%
S=C1NC2(CCCCCC2)N=C1c1ccccc1	7%
O=C(Nc1c(Cl)cccc1Cl)c1cc(-c2cccc(O)c2)on1	-13%
CCN(CC)C(=O)C1CCCN(Cc2nc(-c3cccs3)no2)C1 (configuration not stated)	7%
COc1cccc(C(=O)c2ccccc2NC(C)=O)c1	-4%
C=CCc1c(C)[nH]c2c(OC)cccc2c1=S	-6%
COC(=O)C(=C/C(C)=C/c1cccs1)C(=O)OC	1%
COc1cccc(C(=O)N2CCCc3ccccc32)c1OC	-9%
COc1cc(SC#N)ccc1N=Cc1c(C)[nH]n(-c2ccc(C)cc2)c1=O	13%
CC(C)CCNC(=O)c1ccc2nc(Cc3ccccc3)oc2c1	?
CN(C(=O)c1ccc2c(c1)OCO2)C1(C)CCS(=O)(=O)C1 (configuration not stated)	-7%
COc1ccc(C#CC2=CC(=O)CC(C)(C)C2)cc1	-7%
CC(C)NC(=O)C1CCN(C2CCN(C(=O)/C=C/c3cccs3)CC2)CC1	4%
CCOc1ccc2cc(-c3nnc(Nc4ccc(C)cc4)s3)c(=O)oc2c1	-12%
Cc1ccccc1OCc1nc2c3cnn(-c4ccccc4Br)c3ncn2n1	1%
COc1ccc(NC(=O)CN2C(=O)CCn3nc(-c4cccn4C)cc32)cc1	-2%
Clc1cccc(Cn2ncc3ccccc32)c1	8%
CCOc1ccccc1NS(=O)(=O)c1ccc2c(c1)CC(C)N2C(=O)C1CCC1 (configuration not stated)	13%
COc1ccccc1NC(=O)C(=O)NCCC1CCCCN1S(=O)(=O)c1cccs1 (configuration not stated)	-10%
On1c(-c2ccccc2)nc2ccccc21	-3%
CCOC(=O)CNC(=S)n1cnc(N)n1	-16%
O=C(/C=C/Nc1ccc(Br)cc1F)c1ccco1	-2%
Cc1ccc(-n2c(=O)[nH]c3cc(C(=O)NCc4ccccc4)ccc3c2=O)cc1	5%
O=C(CCc1nc2ccccc2c(=O)[nH]1)N1CCN(S(=O)(=O)c2ccccc2Br)CC1	5%

The listing continues.
Compound | aSyn yeast rescue
CCCC(=O)N1c2nc(-c3ccco3)nn2C2(CCCCC2)[C@@H]2CCCC[C@@H]21 | 8%
CC1CCN(C(=O)COC(=O)CNC(=O)C23CC4CC(CC(C4)C2)C3)CC1 | 5%
C[C@@H]1CCCCO[C@H](CN(C)S(=O)(=O)c2cn(C)cn2)[C@@H](C)CN([C@H](C)CO)C(=O)c2cc(NC(=O)c3ccncc3)ccc2O1 | -4%
C[C@@H]1ON(C)[C@H]2C[C@H]3c4[nH]c5ccc(-c6ccc7c(c6)OCO7)cc5c4CCN3C(=O)[C@@H]12 | 9%
CCOc1ccc(OCC(=O)N(C)c2c(N)n(Cc3ccccc3)c(=O)[nH]c2=O)cc1 | 7%
COc1cccc(C(=O)Nc2ccccc2-c2nnc(-c3cc(OC)ccc3Br)o2)c1 | -7%
CCc1cccc(NC(=O)Cn2c(=O)n(CCc3ccc(OC)c(OC)c3)c(=O)c3ccccc32)c1 | -7%
CCCc1cc(=O)[nH]c(SCC(=O)c2cc(C)n(-c3c(C)n(C)n(-c4ccccc4)c3=O)c2C)n1 | 0%
CCOC(=O)CSc1nnc2n(-c3ccccc3)c(=O)c3c4c(sc3n12)COC(C(C)C)C4 (configuration not stated) | 5%
Cc1ccc(CNC(=O)c2nc(SCc3ccccc3C)ncc2Cl)cc1 | -4%
NS(=O)(=O)c1ccc(NC(=O)COc2ccc(S(=O)(=O)N3CCCC3)cc2)cc1 | -6%
O=C(c1ccccc1)c1ccc(-c2ccc(O)cc2)cc1 | -10%
C[C@H]1CN([C@@H](C)CO)C(=O)CCCn2nncc2CO[C@@H]1CN(C)Cc1cccc(O)c1 | -13%
Cc1ccc(S(=O)(=O)Cc2nc(-c3ccc(C(=O)NCc4ccccc4C)cc3)oc2C)cc1 | 5%
COc1ccc(OC)c(C2=NOC(C(=O)Nc3cc(C)nn3-c3ccccc3)C2)c1 (configuration not stated) | 3%
Cc1cc(Cl)ccc1NC(=O)CN1C(=O)NC2(CCCC2)C1=O | 0%
Cc1cc(NC(=O)NN2CCOCC2)nn1-c1c(Cl)cccc1Cl | -6%
C[C@@H]1CN([C@H](C)CO)C(=O)CCCn2cc(nn2)CO[C@H]1CN(C)C(=O)C1CC1 | 7%
COc1ccccc1CNS(=O)(=O)N(C)C | -1%
CCOc1ccc(NC(=O)N(Cc2c[nH]c3ccccc23)C2CCCCCC2)cc1 | -13%
CCOC(=O)C1C(=O)CC(=O)C(C(=O)OCC)C1c1ccc(O)cc1 (configuration not stated) | -1%
COc1cccc2cc(C(C)N(CCCN3CCOCC3)C(=S)Nc3ccc(C)c(C)c3)oc12 (configuration not stated) | 4%
O=C(OCc1ccccc1)N1CCC2CC1c1cc(N3CCNCC3)ccc12 (configuration not stated) | -6%
CCN(c1ccccc1)S(=O)(=O)c1ccc(C(=O)Nc2ncccc2C)cc1 | 5%
Cc1nnc(N2CCN(c3ccccc3)CC2)c2c1nnn2Cc1ccc(F)cc1 | 8%
Cc1ccc(C)c(-c2[nH]c3c(c2-c2c(-n4cccc4)n(C)c(=O)n(C)c2=O)c(=O)n(C)c(=O)n3C)c1 | 2%
Cc1occc1C(=O)NNC(=O)c1cccc(F)c1 | -10%
COc1ccccc1Cn1cc(C(=O)c2ccc(F)cc2)c(=O)c2cc3c(cc21)OCO3 | 9%
C[C@H]1CN([C@@H](C)CO)C(=O)CCCn2nncc2CO[C@H]1CN(C)S(=O)(=O)c1ccc(C#N)cc1 | -1%
COc1ccc(Cl)cc1NC(=O)CSC1=Nc2ccccc2C2=NC(CC(=O)NCc3ccc4c(c3)OCO4)C(=O)N12 (configuration not stated) | 12%
O=C(Nc1ccc(F)cc1)C1CCCN(S(=O)(=O)c2cccc3nonc23)C1 (configuration not stated) | -9%
CCS(=O)(=O)c1ncc(N(Cc2ccco2)Cc2sccc2C)c(C(=O)Nc2cc(C)ccc2C)n1 | -2%
O=C(Nc1nnc(S(=O)(=O)N2CCOCC2)s1)c1cccc(F)c1 | -3%&-1%
O=C(CN(C(=O)CCC(=O)Nc1nccs1)c1cccc(F)c1)NCc1ccc2c(c1)OCO2 | -7%
O=C(CSc1nccc(=O)[nH]1)NC1CCCc2ccccc21 (configuration not stated) | 0%
CCC1=Nc2cc(C(=O)NC3CCCC3)ccc2Sc2ccc(Br)cc21 | 0%
COc1ccc(C)cc1S(=O)(=O)N1CCN(c2cccc(Cl)c2)CC1 | -1%
COc1cc(C(=O)OCC(=O)Nc2cc(S(=O)(=O)N3CCOCC3)ccc2C)ccc1OCC(C)C | -1%
COc1ccc(NC(=O)c2ccco2)cc1NC(=O)COc1cccc(C)c1C | 2%
Cc1ccc2c(c1)N(CC(=O)NCCCN1CCCCC1)C(=O)CO2 | 16%
COc1cc(NC(=O)c2nccn2C)cc(C(=O)Nc2cccc(C(F)(F)F)c2)c1 | -2%

Screening data as filed in PubChem BioAssay.
